SMARCA2 activ = increases SMARCA2 function in MMTV reporter cells | MG213 cells, MMTV-luciferase reporter, dexamethasone, overnight | activation, % at 9.1 µM | 370,000 compounds, 1% hits; in the data active means activation above about 7.8%;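 further: 0% = vehicle wells and 100% = reference activator wells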
hcDAF-12 act = H. contortus DAF-12 activation, primary screen; activation, % at 6.8 µM; 370,000 compounds, 1.4% hits; AID 652067; HEK293 hcDAF-12 lit1-tk-luc reporter, luminescence; 0% DMSO, 100% Δ7-dafachronic acid;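 active means activation above the mean of all tested compounds plus 3 SD, cut at about 5.5% in these data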;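 further: 100% = response to 3 µM Δ7-dafachronic acid high control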
ADAM17 inh = inhibits human ADAM17 | 370,000 compounds, 0.83% hits | P78536 | inhibition, % at 6.95 µM | AID 720648 | recombinant ADAM17, EDANS/DABCYL FRET peptide cleavage;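 active means inhibition above the mean of compounds lying between control limits plus 3 SD, set per campaign, cut at about 8.5% in these data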;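 further: 0% = DMSO-only wells as the low control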
DAX1 inh-1 = blocks DAX1 repression of SF-1 activated StAR promoter | 370,000 compounds, 1.1% hits | AID 652010 | inhibition, % at 6.8 µM | HEK293T StAR-luciferase reporter, SF-1/DAX-1 repression relief;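 active means inhibition above the mean over all tested compounds plus 3 SD, cut at about 3.6% in these data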;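 further: 0% = DAX-1 cells with DMSO and 100% = cells lacking DAX-1 with DMSO; higher inhibition means more luminescence from relief of DAX-1 repression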
DAX1 inh-2 = NR0B1 (DAX1) inhibition. P51843. HEK293 Gal4-DAX1 luciferase reporter, luminescence. inhibition, % at 6.75 µM. 340,000 compounds, 0.99% hits. AID 504766;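 active means inhibition above the mean over all tested compounds plus 3 SD, cut at about 4.2% in these data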;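 further: 0% = DAX1-transfected cells with DMSO and 100% = empty-vector control cells with DMSO; inhibition shows as a rise in luminescence from relieved DAX1 repression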
hgDAF-12 ag = hgDAF-12 agonism, primary luciferase screen. HEK293 GAL4-hgDAF12 UAS-luciferase reporter, agonist luminescence; normalized to butyrate control. AID 687014. 370,000 compounds, 1.8% hits. activation, % at 6.8 µM;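 active means activation above a cutoff set at the mean of all screened compounds plus 3 SD, cut at about 10% in these data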;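 further: 0% = DMSO wells and 100% = sodium butyrate wells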
PG9 Ab binder = small molecules binding HIV-1 gp120 antibody PG9. TR-FRET gp120-PG9 antibody binding. inhibition, % at 6.7 µM. 360,000 compounds, 0.43% hits. AID 624416; in the data active means inhibition above about 8.5%
ssDAF-12 act = activates DAF-12 receptor from parasite S. stercoralis; activation, % at 6.8 µM; 370,000 compounds, 1% hits; HEK293 ssDAF-12/GRIP1 lit1-tk-luc reporter, luminescence; % of 3 µM dafachronic acid response; AID 652126;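 active means activation above the mean over all tested compounds plus 3 SD, cut at about 0.9% in these data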;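 further: 0% = DMSO-only wells and 100% = 3 µM delta7-dafachronic acid wells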
GC-A act = GC-A (human) enzyme activation; activation, % at 10 µM; HEK293 GC-A cells, cGMP TR-FRET, EC30 ANP; 0% at EC30 ANP, 100% saturating ANP; P16066; 370,000 compounds, 0.14% hits; in the data active means activation above about 40%
Target sequence (P16066 whole entry, looked up): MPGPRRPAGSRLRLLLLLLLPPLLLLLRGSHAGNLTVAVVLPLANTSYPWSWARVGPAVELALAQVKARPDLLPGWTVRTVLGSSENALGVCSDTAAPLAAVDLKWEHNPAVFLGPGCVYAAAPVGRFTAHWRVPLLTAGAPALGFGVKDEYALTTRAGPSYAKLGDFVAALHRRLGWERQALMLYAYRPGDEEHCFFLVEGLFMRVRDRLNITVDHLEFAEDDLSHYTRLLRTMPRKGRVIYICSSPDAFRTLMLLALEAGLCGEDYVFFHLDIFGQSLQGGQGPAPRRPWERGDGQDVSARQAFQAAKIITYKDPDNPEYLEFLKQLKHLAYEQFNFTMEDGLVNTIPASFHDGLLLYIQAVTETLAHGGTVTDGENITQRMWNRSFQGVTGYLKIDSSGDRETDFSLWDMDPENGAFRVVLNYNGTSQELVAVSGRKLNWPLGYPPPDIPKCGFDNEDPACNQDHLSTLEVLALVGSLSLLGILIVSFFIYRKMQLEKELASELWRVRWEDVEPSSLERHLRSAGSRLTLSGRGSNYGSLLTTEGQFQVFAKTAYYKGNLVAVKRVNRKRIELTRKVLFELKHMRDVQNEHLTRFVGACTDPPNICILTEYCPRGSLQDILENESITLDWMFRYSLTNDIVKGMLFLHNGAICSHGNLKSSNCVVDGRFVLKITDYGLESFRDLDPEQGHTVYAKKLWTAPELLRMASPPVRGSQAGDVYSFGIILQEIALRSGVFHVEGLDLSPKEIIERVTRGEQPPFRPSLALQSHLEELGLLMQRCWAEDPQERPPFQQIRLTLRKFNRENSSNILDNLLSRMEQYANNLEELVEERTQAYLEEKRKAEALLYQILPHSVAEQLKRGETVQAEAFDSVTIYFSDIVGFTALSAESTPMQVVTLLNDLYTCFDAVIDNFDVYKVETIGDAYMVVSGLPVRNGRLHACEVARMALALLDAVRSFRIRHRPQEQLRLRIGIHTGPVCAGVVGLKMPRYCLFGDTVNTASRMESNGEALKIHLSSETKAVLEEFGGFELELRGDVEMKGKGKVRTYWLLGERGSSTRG
GAA850 FXN act = activators of GAA850 frataxin (FXN) promoter. activation, % at 6 µM. 360,000 compounds, 0.56% hits. HEK293 lucGAA850 FXN promoter luciferase reporter, 24 h; percent of 10 µM SAHA response;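 active means activation above the average of all compounds screened plus 3 SD, cutoff fixed separately per campaign, cut at about 7.5% in these data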;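 further: 0% = DMSO wells and 100% = 10 µM SAHA wells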
ADAM10 inh = ADAM10 inhibition, QFRET primary screen. recombinant ADAM10, EDANS/DABCYL FRET peptide cleavage, 3 h. inhibition, % at 7 µM. 370,000 compounds, 0.62% hits. AID 720582;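 active means inhibition above a per-campaign cutoff equal to the mean of compounds falling between control-based bounds plus 3 SD, cut at about 20% in these data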;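 further: 0% = DMSO wells while the 100% control is not disclosed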
An asterisk follows results filed as active; i = inactive; . = no result given.

SMILES	SMARCA2 activ	hcDAF-12 act	ADAM17 inh	DAX1 inh-1	DAX1 inh-2	hgDAF-12 ag	PG9 Ab binder	ssDAF-12 act	GC-A act	GAA850 FXN act	ADAM10 inh
O=C(CNc1ccc2ccccc2c1)N/N=C/c1ccc([N+](=O)[O-])o1	-1	2.3	1	-1.9	0.4	-4.3	-2.5	-1.1	1	2.0	-8
S=C1NC[C@H](CC2CCCCC2)N1CCc1cccc2ccccc12	-1	-2.5	0	-0.6	0.9	0.7	1.1	-1.4	-7	-0.4	5
CCC[C@H]1CCCC/C=C\CCCC(=O)OCCN1C(=O)OC(C)(C)C	0	-0.2	0	-0.3	0.1	-1.4	-0.7	-1.0	-1	0.0	7
COc1ccccc1NC(=O)C(CCS(C)(=O)=O)N1C(=O)c2ccccc2C1=O (stereo not drawn)	-2	-1.6	-6	-0.6	-0.4	-2.1	0.6	-1.0	0	0.3	-4
Cc1[nH]n(-c2ccccc2)c(=O)c1N=Nc1ccc(C#N)cc1	0	3.2	-6	-0.3	2.7	3.4	-0.1	-0.4	-11	-1.4	-3
COc1ccccc1NS(=O)(=O)c1cc(N2Cc3ccccc3C2=N)ccc1N1CCOCC1	-2	-1.1	-3	0.3	0.2	0.5	0.5	-1.3	-6	-3.1	-7
O=C(N/N=C/c1ccc(OC(=O)c2cccc(Br)c2)cc1)c1cccnc1	-2	-1.8	0	0.3	0.0	-1.2	-0.8	-1.3	6	1.0	-4
OC[C@@H]1CN(Cc2cccs2)C[C@H](n2cnc3c(NCc4ccco4)ncnc32)O1	-3	0.8	-6	-1.6	.	-1.3	3.6	-1.0	-1	-0.1	-25
CC(C)CSc1ccc(S(=O)(=O)NCC(=O)O)cc1[N+](=O)[O-]	2	-0.8	1	-0.4	-1.3	-2.1	-1.4	-0.5	3	0.3	-4
Cc1ccc(C(=O)NC(C)C2CC3CCC2C3)c(C)c1 (stereo not drawn)	3	0.7	-1	0.1	0.1	2.3	-1.1	-1.2	3	1.3	-3
CC1(C)Oc2ccc(C(=O)NNC(=O)Nc3ccccc3)cc2NC1=O	-3	-1.9	-4	-0.2	-0.1	-0.7	-2.0	-1.2	-4	0.6	-3
O=C(Nc1cccc(C(=O)N2CCCCC2)c1)C1CC1	-1	-1.0	-2	-0.9	1.6	-0.8	-1.5	0.1	5	-0.6	2
CSc1nnc(C)c(/C=C/Nc2ccc(F)cc2F)n1	0	4.7	1	0.3	0.4	1.1	-1.4	-0.1	1	1.4	-1
CC(C)(C)c1[nH]nc2c1C(c1cccnc1)C(C#N)=C(N)O2 (stereo not drawn)	-2	-1.6	-1	0.4	-1.1	-3.5	-0.2	-1.3	2	0.1	-2
CCOc1ccc(C(=O)NC(=S)Nc2cccc(S(=O)(=O)NC3=NCCC3)c2)cc1	-4	-1.5	0	-2.0	0.1	-1.9	0.2	-1.6	-3	0.1	-1
CCc1sc(C(=O)N2CCN(c3ccc(F)cc3)CC2)cc1C	-2	0.8	2	-0.6	-1.3	0.4	-1.2	-0.8	0	0.7	1
O=C(CCCCCN1C(=O)CCC1=O)Nc1ccc2c(c1)OCO2	2	1.4	-6	0.2	1.0	3.1	-2.0	-1.1	3	2.0	-2
Cc1ccc(NNS(=O)(=O)c2ccc(C)cc2)cc1	-1	2.8	3	1.5	-1.3	-0.6	-1.6	0.3	2	2.0	2
O=c1[nH]c(SCCN2CCOCC2)nc(O)c1-c1ccccc1	3	-0.8	-5	0.6	0.2	5.5	1.1	-1.1	3	0.2	2
O=C(OCc1cc2ccccc2[nH]c1=O)c1ccccc1	4	-0.8	-5	0.1	0.3	0.6	0.0	-1.0	2	0.9	-2
CCOC(=O)C1(Cc2ccccc2)CCN(Cc2cccn2-c2nccs2)CC1	2	-0.4	2	-0.4	0.5	-2.2	-0.3	-1.4	-10	-0.6	2
COc1ccccc1N(CC(=O)Nc1c(C)cccc1C)S(C)(=O)=O	-1	4.4	-2	-0.4	1.2	2.6	-2.5	-1.1	4	0.0	5
Cc1ccc(N=C2NC(=O)/C(=C/c3cn(C)c4ccccc34)S2)cc1C	0	-0.7	-5	-1.0	0.0	0.7	0.2	-1.6	-7	0.9	5
Cc1sc2ncnc(NC3CCN(Cc4ccccc4)CC3)c2c1C	-5	-3.7	-1	-3.0	-3.0	-8.1	0.1	-3.1	7	-2.4	7
COc1ccc(/C=C/C(=O)Nc2ccc(OC)cc2[N+](=O)[O-])cc1	-4	-0.2	2	-0.3	1.0	-0.5	-1.3	-0.7	6	0.8	3
CNC(=S)N/N=C/c1ccc2c(c1)OCCO2	3	-0.4	1	0.5	2.1	5.0	-0.8	-0.9	0	5.8	3
CN(C)CCn1c2ccccc2c2nc3ccc([N+](=O)[O-])cc3cc21	4	1.3	0	-2.4	.	-2.5	-6.1	-0.1	4	5.5	-1
CC(=O)C1=C(O)C(=O)N(Cc2ccccc2)C1c1ccc(F)cc1 (stereo not drawn)	-2	0.7	-1	0.0	0.2	0.1	0.8	-1.2	-3	-0.8	4
O=C(O)c1cc(Br)ccc1NN=C1CCCCC1	-3	2.3	-6	0.1	1.0	1.8	-0.7	-0.5	0	2.6	-18
COC(=O)C1=C(C(=O)OC)N2C=CC=CC2(C)C(C(=O)OC)=C1C(=O)OC (stereo not drawn)	-2	-0.8	-1	-0.7	0.0	0.6	-0.1	-1.2	-5	-0.6	-8

Nothing new here: 2 of the compounds above.
SMILES	SMARCA2 activ	hcDAF-12 act	ADAM17 inh	DAX1 inh-1	DAX1 inh-2	hgDAF-12 ag	PG9 Ab binder	ssDAF-12 act	GC-A act	GAA850 FXN act	ADAM10 inh
CC(C)CSc1ccc(S(=O)(=O)NCC(=O)O)cc1[N+](=O)[O-]	2	-0.8	1	-0.4	-1.3	-2.1	-1.4	-0.5	3	0.3	-4
Cc1ccc(C(=O)NC(C)C2CC3CCC2C3)c(C)c1 (stereo not drawn)	3	0.7	-1	0.1	0.1	2.3	-1.1	-1.2	3	1.3	-3

Remaining list, next part
SMILES	SMARCA2 activ	hcDAF-12 act	ADAM17 inh	DAX1 inh-1	DAX1 inh-2	hgDAF-12 ag	PG9 Ab binder	ssDAF-12 act	GC-A act	GAA850 FXN act	ADAM10 inh
COc1ccc(N2CCN(C(=O)Nc3ccccc3C)CC2)cc1	1	0.6	0	-0.1	1.2	0.1	-2.2	-0.5	4	0.0	-1
CC(C)(C)c1ccc(CN2C3=NCCCN3c3ccccc32)cc1	-2	-0.6	-4	-0.7	0.0	0.8	2.1	-1.4	-7	0.4	0
CC(C)C1Oc2ccccc2N(CC(=O)NCCCN2C(C)CCCC2C)C1=O (stereo not drawn)	2	-1.2	1	-0.1	-0.3	-1.2	0.0	-1.4	6	0.9	4
CN(C/C=C/c1ccccc1)Cc1cccc2ccccc12	-5	-2.2	-1	-0.5	-0.7	1.7	-0.8	-1.5	-3	0.7	0
CN(Cc1ccc(Cl)cc1Cl)C(=O)C1CSC2(C)CCC(=O)N12 (stereo not drawn)	-5	-0.1	5	-2.4	-0.1	-1.8	2.2	-0.8	0	-0.8	-20
O=C(Nc1ccc2c(c1)OCO2)c1cc(-c2cccnc2)nc2ccccc12	-1	1.1	-6	-1.9	-1.6	0.7	-0.4	-1.1	2	-0.1	-7
CCOC(=O)c1cc2c(=O)n3ccccc3nc2n(CC(C)C)c1=NC(=O)c1ccco1	3	0.4	-433	0.2	2.3	-1.2	-2.7	-0.5	4	1.9	i
CCOc1ccc(C(=O)OCC(=O)NCCNC(=O)COC(=O)c2ccc(OCC)cc2)cc1	-3	-0.5	-3	1.1	-0.4	-0.3	9.1*	-0.6	-4	1.6	-7
COc1ccnc(CSC(N)=Nc2ccccc2C(F)(F)F)c1	6	-0.2	-4	0.9	0.6	-2.7	0.8	-1.5	0	1.4	0
O=C(Cn1nnc2ccccc21)c1ccc(Cl)cc1	3	1.4	-3	0.6	2.2	8.6	-0.6	-0.9	-4	4.3	1
O=C(Nc1cc(Cl)ccc1O)C1CCCO1 (stereo not drawn)	1	-0.4	-1	-0.5	-0.2	0.1	-0.7	-1.3	1	-0.4	13
Cc1ccc(C(=O)c2cc([N+](=O)[O-])ccc2N2CC(C)OC(C)C2)cc1 (stereo not drawn)	0	-1.1	4	0.0	1.0	-0.9	-2.6	-1.1	-5	-1.1	2
Cc1ccc(S(=O)(=O)N(C)C)cc1NC(=O)COC(=O)C1CCN(S(=O)(=O)c2cccs2)CC1	0	-0.2	-3	-0.7	2.5	-0.1	-0.8	-0.5	0	-0.9	-9
Cc1cccc(Nc2nnc(SCC(=O)c3ccc(O)cc3O)s2)c1	0	-1.9	4	0.1	-1.5	2.2	-0.8	-0.6	-2	-0.2	19
O=C(CCSc1ccccc1)NCCSCc1ccccc1	-6	-1.9	4	-0.3	0.4	0.7	0.1	-0.5	0	0.7	-7
Cc1ccc(NC(=O)CN(C)C(=O)c2ccc(S(=O)(=O)N(C)c3ccccc3)cc2)cc1	-4	-0.4	5	1.4	-0.6	5.2	-1.1	-0.2	-2	-2.2	2
CCCCNS(=O)(=O)c1ccc(NC(=O)C2CCCO2)cc1 (stereo not drawn)	0	-1.7	0	-0.1	-0.4	-1.7	-1.2	-1.8	-2	5.1	-4
Cc1ccc(C(=O)OCN2C(=O)c3ccccc3C2=O)o1	1	-0.3	-2	2.1	1.2	0.4	-1.6	-0.5	6	0.1	-9
CC(C)Cc1ccc(CN2C(C)C(=O)N(Cc3cn(Cc4ccco4)nn3)CCS2(=O)=O)cc1 (stereo not drawn)	3	-1.7	0	0.0	.	-2.7	-2.4	-0.3	-10	.	4
CCCC(=O)Nc1nc2ccc(OC)cc2s1	7	2.2	1	2.1	1.6	9.4	0.5	-0.8	16	2.1	3
CN(C)CC(O)COc1ccc(-c2ccc(C#N)cc2)cc1 (stereo not drawn)	0	0.3	-16	0.3	.	3.3	0.0	-1.1	4	.	-35
O=C(/C=C/c1ccc2c(c1)OCCO2)N1CCN(c2ccc(F)cc2)CC1	1	0.6	-4	0.0	-0.5	-0.8	-0.2	-0.8	-8	1.8	-3
CC(C)N1C(=O)CCC1C(=O)N1CCN(c2ccc(F)cc2)CC1 (stereo not drawn)	5	-1.4	-2	0.3	-0.2	4.2	0.3	-1.5	-2	0.6	6
CCOc1cc(C2c3c(oc4cc(C)c(Cl)cc4c3=O)C(=O)N2Cc2ccco2)ccc1O (stereo not drawn)	-1	-1.0	0	0.1	1.6	-1.5	0.3	-0.8	10	-1.4	10
O=C(Nc1ccc(NC(=O)c2ccco2)nc1)c1cccnc1	8.7*	2.0	-2	-0.8	-0.9	4.8	-1.7	-0.3	2	-0.7	-7
Cn1c(=O)c2cnc(-c3ccc(C(F)(F)F)cc3)nc2n(C)c1=O	3	0.1	-1	0.3	2.3	1.1	-1.9	-1.6	1	0.3	12
CC1=C(C(=O)OCc2ccccc2)C(c2ccccc2Br)NC(=O)N1 (stereo not drawn)	-3	-3.8	3	-0.6	-1.6	-2.6	-2.4	-1.3	-24	1.6	8
O=C(CCCC(=O)N1CCCc2ccccc21)N1CCCc2ccccc21	-1	-1.3	-2	-1.1	-0.1	-2.8	0.2	-0.9	-2	0.6	8
